Screens: PubChem, several laboratories
b-catenin transl: modulators of beta-catenin nuclear translocation, primary screen, imaging, HeLa cells, immunofluorescence, high-content; nuclear translocation activity, % at 5 µM; 0.3% of 190,000 active;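 active = nuclear translocation activity above 50% at 5 µM, with a well cell count of 50 or more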;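 note: per-cell ratio of nuclear to cytoplasmic median beta-catenin stain intensity; plate controls were DMSO negative control for no effect and GSK-3 inhibitor IX positive control for full effect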
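Test system: human HeLa cells, native beta-catenin. Compound dosing: 5 µM primary single dose, 0.1% DMSO, 0.02–20 µM confirmation series. Incubation: compound exposure 24 h at 37°C. Detection: beta-catenin immunostaining with DAPI counterstain, 20x imaging, 6 fields/well. Read-out basis: Nuclear/cytoplasmic beta-catenin signal ratio, % activation.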
T cell HTS: modulators of CD8 T cell-vesicle binding, primary screen, mouse 2C CD8+ T cells, flow cytometry | 2C CD8+ T cell-vesicle binding; hits give low values | calls only at 7 µM | 0.068% of 330,000 active | AID 2052, 2009;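 active = response, share of CD8 T cells binding vesicles, and their 90th percentile fluorescence all below set limits, cut at about 80% in these data, passing the limit was not always enough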
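Also added: QL9-peptide-loaded Drosophila micro-vesicles bearing Ld, ICAM-1 and B7-1; Test system: purified 2C TCR transgenic mouse naive CD8+ T cells; Measured by: cytometric PE anti-B7-1 and Alexa647 anti-CD8 signals after 1% paraformaldehyde fixation; Timing: binding step 1.5 h, 37 °C, antibody labelling 20 min, ice.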
M17LAP inhibition: P. falciparum M17LAP inhibitors, primary screen, biochemical, fluorogenic H-Leu-NHMec substrate, 1536-well (AID 1619). Leucine aminopeptidase (Plasmodium falciparum (isolate 3D7)). recombinant M17LAP, H-Leu-NHMec fluorogenic kinetic assay; higher % means a stronger effect. one-dose inhibition, % at 30 µM; IC50 in µM for titrated hits. 0.38% of 220,000 active;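 active = compound inhibiting the enzyme by more than half at any dose during confirmatory dose-response retesting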;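 note: plate controls were full reaction with DMSO carrier for no effect and no enzyme background for full effect; strong numbers were not always called active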
MT stabilizer: microtubule stabilizers in HeLa cells, primary screen, imaging, high-content imaging; HeLa tubulin immunostaining HCS, 24 h; share of cells brighter than vehicle mean+2SD; 0.83% of 200,000 active; % tubulin-high responders, % at 10 µM;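 active = plate Z-score above 3 for both tubulin-high and condensed-nucleus cell shares, with cell loss under 80%, at 10 µM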;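 note: anti alpha tubulin signal scored within the nucleus-defined area of each cell; some results filed as inactive read as strong as hits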
Yfh1-depleted yeast: enhancers of respiration in Yfh1-depleted yeast, dose response, Friedreich's ataxia, plus single-dose screen (AID 1465) | S. cerevisiae Yfh1-off respiration, WST-1 reduction, 72 h; higher fold induction means a stronger effect | 0.074% of 220,000 active | fold induction at 50 µM; hits with a dose series show EC50 in µM;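 active = fold induction of absorbance versus untreated yeast above a set limit, then at least 30% activation at any dose in follow-up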;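 note: activators that raise dye reduction in frataxin-depleted yeast; strong numbers were not always called active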
Dynein cargo inh: inhibitors of GR-EGFP nuclear translocation, primary screen, dynein cargo transport inhibitor project, imaging, high-content, 3617.4 mouse cells. z-score, hits read low. test concentration mostly 20 µM; stimulated with dexamethasone, 1 µM; hits give low values. AID 1381, 2008. 0.47% of 220,000 active;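 active = plate z-score of nuclear minus cytoplasmic receptor signal below a set negative limit, without overly bright fluorescence or cell loss, cut at about -3.5 in these data, passing the limit was not always enough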;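 note: z-score of nuclear minus cytoplasmic ring GR-EGFP intensity difference per well; some compounds called inactive have numbers as strong as hits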
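Buffer or medium: tet-free, stripped-serum medium; Also added: dexamethasone, 1.0 µM final; Technique: high-content fluorescence imaging after fixation; Times: 48 h induction, 1 h compound, 30 min dex at 37 °C; Read-out: per-cell GR-EGFP intensity, nucleus versus surrounding cytoplasmic ring, well-averaged.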
P. falciparum M1AAP: P. falciparum M1AAP inhibitors, biochemical, fluorogenic H-Leu-NHMec substrate, 1536-well (AID 1445); Aminopeptidase N (Plasmodium falciparum (isolate 3D7)); recombinant M1AAP, H-Leu-NHMec fluorogenic kinetic assay; higher % means a stronger effect; inhibition, % at 30 µM; hits with a dose series show IC50 in µM; 0.42% of 220,000 active;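 active = primary inhibition above the hit cutoff, then over 50% inhibition at one or more dose response concentrations, cut at about 23% in these data, passing the limit was not always enough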;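 note: plate controls were DMSO full reaction for no effect and no enzyme background for full effect; strong numbers were not always called active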
Autophagy mod: autophagy modulators in MEF cells, primary screen, imaging, high-content, MEF GFP-LC3; MEF GFP-LC3 puncta imaging; test concentration mostly 10 µM; calls only at 10 µM (by protocol); 0.98% of 190,000 active;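 active = percentage of spot-positive cells more than 3 SD above its plate mean, without a fluorescence outlier flag or 80% toxicity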;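 note: spot-positive cell cutoff set from DMSO-treated cells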
WT yeast gro inh: growth inhibition of WT strain, primary screen, mitochondrial fusion inhibitor project, WT and mutant strains, chemical genetic; inhibition, % at 10 µM; mitochondrial fusion phenotypic screen; AID 1362, 2008; 2.1% of 190,000 active; in the data active = inhibition above about 58%; tested in S. cerevisiae
WT yeast gro inh mutant strain: second read-out of WT yeast gro inh, no call of its own (marks repeat the call); inhibition, %; mitochondrial fusion phenotypic screen, mutant strain inhibition
Dynein cargo inh cytoplasmic EGFP: second read-out of Dynein cargo inh, no call of its own (marks repeat the call); z-score; measured here: cytoplasmic GR-EGFP intensity; hits give high values
Dynein cargo inh nuclear GR-EGFP: also measured in Dynein cargo inh; calls as there; z-score; measured here: nuclear GR-EGFP intensity;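 lower value marks the stronger effect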
Dynein cargo inh cell count: second read-out of Dynein cargo inh, no call of its own (marks repeat the call); z-score; measured here: cell count per field
b-catenin transl cell count 5 µM: second read-out of b-catenin transl, no call of its own (marks repeat the call); cell count; measured here: cell count, cytotoxicity flag
T cell HTS vesicle-bound %: also measured in T cell HTS; calls as there; double positive events, %; measured here: CD8+ vesicle-bound cell fraction;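 binding gate set so that unloaded-vesicle control wells show 10% double positive cells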
MT stabilizer Hoechst-high %: second read-out of MT stabilizer, no call of its own (marks repeat the call); % Hoechst-high responders; measured here: nuclear condensation Hoechst responders;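 share of cells brighter than vehicle mean plus two SD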
MT stabilizer cytotoxicity %: further read-out of MT stabilizer, marked with its call; toxicity, %; measured here: cytotoxicity by cell density;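 0% = mean cell density of plate MIN control wells and 100% = no cells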
Autophagy mod cell loss 18 h: further read-out of Autophagy mod, marked with its call; toxicity, %; measured here: cell loss, nuclei count;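 cell loss after 18 h compound exposure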
Starred values were filed as active, the others as inactive; i = inactive; x = no result given; + = active, no number. Outcome played no part in choosing rows, and some 4.4% of all compounds hit somewhere here.

SMILES	b-catenin transl	b-catenin transl cell count 5 µM	T cell HTS	T cell HTS vesicle-bound %	M17LAP inhibition	MT stabilizer	MT stabilizer Hoechst-high %	MT stabilizer cytotoxicity %	Yfh1-depleted yeast	Dynein cargo inh	Dynein cargo inh cytoplasmic EGFP	Dynein cargo inh nuclear GR-EGFP	Dynein cargo inh cell count	P. falciparum M1AAP	Autophagy mod	Autophagy mod cell loss 18 h	WT yeast gro inh	WT yeast gro inh mutant strain
O=C(CCCC(=O)OCC(Cl)=C(Cl)Cl)Nc1cccc(F)c1	2.2	1403	i	31.6	-1.7%	2.7	1.1	6.2	i	0.846	-0.202	1.03	-0.949	-9.0%	i	11.4	-9.2	-4.3
CCCCNc1nc(=S)n(-c2ccccc2)c(C)c1C(C)=O	-5.7	1028	i	31.7	1.4%	2.1	2.7	4.9	i	-0.433	-0.21	0.37	-0.395	4.6%	i	9.0	3.6	16.0
N/C(COc1ccc(Cl)cc1)=N\NS(=O)(=O)c1ccccc1	-1.7	1179	i	10.9	4.9%	2.0	1.9	6.8	i	-0.771	-0.209	-0.653	0.258	7.9%	i	-6.8	-4.5	-14.1
COc1ccc(C(=O)Nn2c(CCC(=O)O)ccc2-c2ccc(C)cc2)cc1OC	-0.7	986	i	30.3	25.2%	2.6	2.0	6.6	i	-1.16	-0.389	-0.656	1.78	6.5%	i	-9.0	-1.8	-13.5
CC(=O)Nc1ccc(S(=O)(=O)N(Cc2ccco2)CC2CCCO2)cc1 (stereo unspecified)	1.8	1017	i	14.0	0.4%	1.1	1.8	0.5	x	-0.258	-0.24	0.417	0.791	3.4%	i	20.1	0.2	11.1
COc1ccc(NC(=O)CSc2nc(N)c3cc4c(nc3n2)CCCC4)cc1	0.3	978	i	32.4	24.6%	7.9	1.8	6.1	i	0.202	-0.238	0.138	0.0368	16.4%	i	6.2	21.7	5.3
COc1ccc(/C(O)=C/c2nc3ccc(C(=O)NCCc4cccc(C)c4)cc3[nH]c2=O)cc1OC	3.3	896	i	40.1	-4.5%	7.6	3.0	0.9	i	0.753	15.3	5.4	-1.21	5.8%	i	5.8	13.3	-0.9
COc1ccc(/C=C/c2nnc(NC(=O)COc3ccccc3)s2)cc1	0.8	1318	i	40.9	0.0%	x	x	x	i	-1.18	-0.00732	0.1	-0.194	7.5%	x	x	x	x
O=C(Cc1ccccc1)Nc1nc2ccccc2[nH]1	-5.2	927	i	25.4	-1.7%	1.3	2.2	8.2	i	2.12	-0.167	0.892	-1.12	0.2%	i	18.6	-10.1	8.9
Cc1ccc(NCc2nnc(SCc3ccc(C#N)cc3)n2Cc2ccco2)c(C)c1	0.0	1170	i	28.1	10.2%	2.3	2.4	2.9	i	-0.57	-0.196	0.0148	0.217	18.0%	x	x	-2.7	-4.3
COc1ccc(S(=O)(=O)Nc2ccccc2OC)cc1NC(=O)CC1CC2CCC1C2 (stereo unspecified)	-2.7	960	i	25.7	14.1%	3.3	3.6	5.3	i	0.611	-0.16	0.0247	-0.203	-1.2%	i	-14.1	-18.1	-17.1
O=C(NC1CCCCC1)C1CCCN(c2nnnn2-c2ccccc2)C1 (stereo unspecified)	-3.9	1150	i	47.4	8.1%	2.4	1.9	6.5	i	0.372	-0.176	0.184	-0.175	-5.0%	i	-4.6	9.4	-9.7
CC(Oc1ccc(Cl)cc1Cl)C(=O)Nc1ccc(N2CCN(C)CC2)cc1 (stereo unspecified)	x	x	i	5.5	0.8%	2.4	2.8	19.0	i	0.257	-0.258	0.385	0.324	2.9%	+	0.7*	25.8	29.9
COc1ccccc1N1CCN(C(=O)COc2ccc(S(=O)(=O)NC(C)C)cc2)CC1	0.4	1453	i	42.1	-2.3%	1.0	0.8	6.6	i	0.587	-0.302	0.315	0.516	2.3%	i	3.9	-7.9	-8.5
Cc1cccc(C)c1NC(=O)C(c1cccc([N+](=O)[O-])c1)N(C)C(=O)c1ccccn1 (stereo unspecified)	-2.4	1050	i	33.3	8.0%	2.0	2.8	7.8	i	0.214	-0.262	-0.071	-0.163	4.3%	i	2.8	-3.2	7.6
Cc1ccc(C)c(S(=O)(=O)N(C(=O)c2ccncc2)c2ccc(OC(=O)c3ccncc3)cc2)c1	0.3	932	i	5.1	x	1.0	2.9	13.8	i	2.43	0.138	2.02	-2	x	i	-10.0	7.8	-7.9
Cc1ccc(NC(=O)N2CCC(C(=O)NCc3ccccc3)CC2)cc1	-2.1	1132	i	21.7	32.5%	2.5	1.4	1.3	i	0.198	-0.11	0.286	-0.215	26.3%*	i	25.5	-4.6	-61.5
COCCNC(=O)CCCCCn1c(=S)[nH]c2ccccc2c1=O	x	x	i	52.5	4.3%	2.8	2.1	3.3	i	0.4	-0.102	-0.0998	-0.398	9.5%	i	-3.0	-26.3	-8.4
CCSC1=C(C#N)C(c2cccc(Br)c2)CC(=O)N1 (stereo unspecified)	-0.7	1046	i	10.5	8.1%	1.8	1.9	2.0	i	0.0157	-0.229	-0.00309	0.798	18.5%	i	2.0	-3.6	-16.6
COc1cc(NC(=O)CSc2nnc3n2C(C)(C)Cc2ccccc2-3)cc(OC)c1	-2.9	905	i	1.1	-4.3%	6.5	3.1	7.0	i	-0.251	-0.435	0.181	0.155	3.1%	i	9.1	-38.2	-8.4
COC(=O)Cc1ccc(NC(=S)NCCSc2ccc(Cl)cc2)cc1	0.6	1370	i	28.0	-1.4%	x	x	x	i	-0.693	-0.177	-0.368	1.06	-1.6%	x	x	x	x
CCc1nc(SCC(=O)N2CC(=O)Nc3ccccc32)c2c(C)c(C)sc2n1	2.6	1420	i	29.7	-10.4%	3.1	2.5	5.6	i	-0.446	-0.0827	0.307	0.152	2.2%	i	14.4	3.5	-2.3
O=S(=O)(Nc1ccc(Cl)cc1)c1ccc(N2CCOCC2)c(NC(=S)NC2CC2)c1	1.6	1048	i	44.3	-13.3%	3.6	2.5	4.9	i	0.116	-0.153	0.182	-1.01	5.5%	i	-7.3	-3.3	4.3
CCOC(=O)Nc1ccc(NS(=O)(=O)c2ccc(C)cc2)cc1	-0.2	998	i	46.8	-11.9%	15.9	4.2	13.3	i	1.67	-0.117	0.991	-0.605	0.5%	i	8.7	-2.6	-3.2

3 entries picked at random from the list so far, as already listed:
SMILES	b-catenin transl	b-catenin transl cell count 5 µM	T cell HTS	T cell HTS vesicle-bound %	M17LAP inhibition	MT stabilizer	MT stabilizer Hoechst-high %	MT stabilizer cytotoxicity %	Yfh1-depleted yeast	Dynein cargo inh	Dynein cargo inh cytoplasmic EGFP	Dynein cargo inh nuclear GR-EGFP	Dynein cargo inh cell count	P. falciparum M1AAP	Autophagy mod	Autophagy mod cell loss 18 h	WT yeast gro inh	WT yeast gro inh mutant strain
COc1ccccc1N1CCN(C(=O)COc2ccc(S(=O)(=O)NC(C)C)cc2)CC1	0.4	1453	i	42.1	-2.3%	1.0	0.8	6.6	i	0.587	-0.302	0.315	0.516	2.3%	i	3.9	-7.9	-8.5
COCCNC(=O)CCCCCn1c(=S)[nH]c2ccccc2c1=O	x	x	i	52.5	4.3%	2.8	2.1	3.3	i	0.4	-0.102	-0.0998	-0.398	9.5%	i	-3.0	-26.3	-8.4
COc1cc(NC(=O)CSc2nnc3n2C(C)(C)Cc2ccccc2-3)cc(OC)c1	-2.9	905	i	1.1	-4.3%	6.5	3.1	7.0	i	-0.251	-0.435	0.181	0.155	3.1%	i	9.1	-38.2	-8.4

(list continues)
SMILES	b-catenin transl	b-catenin transl cell count 5 µM	T cell HTS	T cell HTS vesicle-bound %	M17LAP inhibition	MT stabilizer	MT stabilizer Hoechst-high %	MT stabilizer cytotoxicity %	Yfh1-depleted yeast	Dynein cargo inh	Dynein cargo inh cytoplasmic EGFP	Dynein cargo inh nuclear GR-EGFP	Dynein cargo inh cell count	P. falciparum M1AAP	Autophagy mod	Autophagy mod cell loss 18 h	WT yeast gro inh	WT yeast gro inh mutant strain
O=C(CN1C(=O)c2ccc([N+](=O)[O-])cc2C1=O)NCc1ccco1	-2.0	1056	i	21.7	7.0%	2.5	1.1	12.2	i	2.76	-0.18	1.37	-1.47	-0.6%	i	15.1	7.2	1.9
O=C1OC(c2cccs2)=N/C1=C/c1ccc(-c2cccc(C(=O)O)c2)o1	0.9	1070	x	x	31.4%	3.5	2.1	7.5	i	-0.526	0.968	0.215	0.614	10.5%	i	-8.7	2.5	13.6
Cc1cc(C(=O)N/N=C/c2c(C)nn(-c3ccccc3)c2Cl)n[nH]1	-0.4	1271	i	29.4	5.1%	x	x	x	i	-1.03	-0.208	-0.198	0.47	8.3%	x	x	x	x
Cn1c(SCC(=O)C(C)(C)C)nnc1-c1ccc(F)cc1	0.1	1096	i	64.7	0.6%	4.0	1.4	2.6	i	-0.447	-0.124	-0.312	0.832	2.3%	i	5.5	-8.2	-14.7
